Assay outcomes as filed in PubChem.
hK5 inh = blocks human kallikrein 5 protease activity; Q9Y337; AID 873; inhibition, % at 5 µM; recombinant hK5, fluorogenic AMC substrate cleavage; 210,000 compounds, 0.59% hits;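 active = inhibition of 40% or more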;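 note: 0% = enzyme controls without compound and 100% = no-enzyme blanks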
PERK inhibitor = blocks human PERK kinase; 220,000 compounds, 0.17% hits; inhibition, % at 5.6 µM; CHO PERK-DD fusion, SEAP luminescence translation reporter; AID 1416; Q9NZJ5;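 active = inhibition above the mean inhibition of all tested compounds plus 3 SD, set separately per screening campaign, cut at about 2.9% in these data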;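 note: PERK kinase domain activated by AP20187 dimerizer at 100 nM; 0% = DMSO with dimerizer and 100% = rapamycin at 8.4 µM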
Furin inhibitor = blocks human furin protease activity; P09958; purified furin, fluorogenic substrate cleavage; inhibition, % at 30 µM; 220,000 compounds, 0.061% hits; in the data active = inhibition above about 25%; note: inactives centre near -15
FXIIa inh 1536 = factor XIIa (human) inhibition; purified FXIIa, Boc-QGR-AMC fluorogenic substrate, 2 h; 220,000 compounds, 0.3% hits; inhibition, % at 5 µM; in the data active = inhibition above about 40%;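 note: 0% = enzyme with no compound and 100% = blank without enzyme; many of its hits are not listed in these tables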
Target sequence (P00748 20-372 limits assumed): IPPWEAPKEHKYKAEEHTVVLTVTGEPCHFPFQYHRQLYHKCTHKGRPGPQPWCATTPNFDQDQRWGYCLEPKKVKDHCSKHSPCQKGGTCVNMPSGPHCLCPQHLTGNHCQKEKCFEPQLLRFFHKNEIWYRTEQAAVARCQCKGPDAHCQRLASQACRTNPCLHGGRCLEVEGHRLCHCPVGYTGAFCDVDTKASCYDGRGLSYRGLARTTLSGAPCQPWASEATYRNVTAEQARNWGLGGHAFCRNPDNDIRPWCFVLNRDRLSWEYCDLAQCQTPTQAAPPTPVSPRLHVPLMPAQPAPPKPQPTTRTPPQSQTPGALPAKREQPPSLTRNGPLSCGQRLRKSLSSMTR
Target sequence (P00748 373-615 limits assumed): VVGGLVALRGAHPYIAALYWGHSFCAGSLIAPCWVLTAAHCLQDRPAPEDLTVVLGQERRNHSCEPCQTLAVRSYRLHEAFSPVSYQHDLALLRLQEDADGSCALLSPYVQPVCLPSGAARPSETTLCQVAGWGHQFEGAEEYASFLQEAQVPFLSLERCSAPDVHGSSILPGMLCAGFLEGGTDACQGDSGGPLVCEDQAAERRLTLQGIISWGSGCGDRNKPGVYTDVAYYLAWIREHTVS
thrombin 1536 = inhibitors of human thrombin; alpha-thrombin, Boc-VPR-AMC fluorogenic substrate cleavage; inhibition, % at 5 µM; 220,000 compounds, 0.26% hits; AID 1046;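 active = inhibition at or above 40%; inactive = inhibition below 40%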;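 note: 0% = enzyme with no compound and 100% = wells without enzyme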
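Test system: human alpha-thrombin; medium: pH 7.5 Tris-saline with Tween 20; times: reaction at room temperature; signal: AMC fluorescence at 355 nm excitation and 460 nm emission; also added: Boc-VPR-AMC substrate, 15 µM final; dosing: one concentration per compound, 5 µM, with 0.2% DMSO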
Rad51 HR inh = Rad51 (human) homologous recombination inhibition; 200,000 compounds, 0.085% hits; Q06609; hRad51 DNA strand exchange, fluorescence dequenching; AID 1385; inhibition, % at 10 µM;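 active = inhibition above 40% at the single screening dose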;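 note: 0% = DMSO control wells and 100% = blanks with heterologous ssDNA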
Target sequence (Q06609 whole entry, looked up): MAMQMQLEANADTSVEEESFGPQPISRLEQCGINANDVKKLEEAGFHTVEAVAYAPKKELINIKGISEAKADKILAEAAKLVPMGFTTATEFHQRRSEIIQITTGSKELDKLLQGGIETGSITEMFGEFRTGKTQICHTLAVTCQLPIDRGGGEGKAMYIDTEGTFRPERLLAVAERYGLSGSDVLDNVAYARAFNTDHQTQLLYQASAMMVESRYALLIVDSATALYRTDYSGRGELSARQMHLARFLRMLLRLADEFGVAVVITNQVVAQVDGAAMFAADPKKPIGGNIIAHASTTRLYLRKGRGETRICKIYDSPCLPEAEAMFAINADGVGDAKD
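Material: Human Rad51 nucleoprotein filaments preassembled on unlabelled ssDNA | Also added: Labelled 47-mer dsDNA for strand exchange | Dosing: Single dose, 10 µM final compound | Schedule: 30-min compound preincubation and 15-min exchange, both room temperature | Technique: Fluorescence dequenching at 485/520 nm | Measure: Percent inhibition relative to plate controls and blanks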
FXIa inh 1536 = factor XIa (human) inhibition; purified FXIa, Boc-Glu-Ala-Arg-AMC fluorogenic substrate; inhibition, % at 5 µM; 220,000 compounds, 0.14% hits;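 active = inhibition of at least 40%; inactive = inhibition below 40%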;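 note: fluorescence of freed AMC excited at 355 nm; 0% = enzyme without compound and 100% = no enzyme blank; many of its hits are not listed in these tables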
Calpain2 inh = blocks pig calpain II enzyme activity; purified calpain II, fluorogenic peptide substrate, 30 min; inhibition, % at 16 µM; 220,000 compounds, 0.37% hits;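 active = inhibition above about 50%, limit read from the data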
KCC2 mod = modulators of human KCC2 chloride dependent transport | 190,000 compounds, 2.2% hits | Q9H2X9 | B-score of Tl+ flux slope (higher = more flux/activation; lower = inhibition) at 10 µM | KCC2 cells, thallium flux FluoZin-2 fluorescence;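 active = thallium flux slope and its plate-corrected score both differing from the plate sample mean at a set confidence after two filtering rounds, in either direction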;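 note: slope of fluorescence scaled to starting intensity during 10 to 20 s after thallium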
Starred values were filed as active, the others as inactive; nt = not tested or not shown; [ ] = dose if it differs, or a comment. The list is partial (hit frequency here may not be typical).

SMILES	hK5 inh	PERK inhibitor	Furin inhibitor	FXIIa inh 1536	thrombin 1536	Rad51 HR inh	FXIa inh 1536	Calpain2 inh	KCC2 mod
[O-][n+]1onc2c1CCc1[nH]c(-c3ccccc3)nc1-2	-3	0.8	-27	3	8	20	-5	-19	0.3
CCOCCCNC(=O)c1cc(Sc2nnc(C)s2)nc2ccccc12	-2	-1.0	-3	5	-10	nt	-1	-1	0.73
O=C(Nc1ccccc1Sc1ccccc1)c1ccccc1F	nt	-0.2	-4[20 µM]	nt	nt	-5	nt	nt	-0.43
O=C(CCC1CCCC1)N1CCN(C(=O)COc2ccccc2)CC1	4	0.3	-28	17	-1	12	-10	-9	-0.007
Cc1ccc(CSc2n[nH]c(N)n2)cc1	-3	-0.5	-23	6	-7	2	-3	-27	1.3
COc1ccc2c(c1OC)CCC2=O	-8	0.4	-10[20 µM]	10	0	-10	4	-37	-0.82
CCOC(=O)COc1c(Br)cc(C2NC(=O)NC(C)=C2C(C)=O)cc1OC (stereo unspecified)	-3	0.0	-12[20 µM]	13	2	0	13	6	0.9
CCOCCn1c(=NC(=O)c2cc3ccccc3oc2=O)sc2cc(S(N)(=O)=O)ccc21	-10	0.4	-7	10	-2	5	7	-48	1.1
O=C(Nc1nccs1)c1ccc(S(=O)(=O)NCc2cccs2)cc1	-2	-0.1	-41	17	5	1	3	16	-0.92
COc1ccc(NC(=O)CSc2nnc(CCC(=O)Nc3ccc(C)c(Cl)c3)n2C)cc1	-14	1.2	-20[20 µM]	6	-1	6	2	25	nt
CCOC(=O)c1c(NC(=O)COC(=O)CCS(=O)(=O)c2ccc(C)cc2)sc(C)c1C	-7	0.4	-12	9	-6	-12	1	0	-0.95
CCN(c1ccccc1)S(=O)(=O)c1ccc(Cl)c(NC(=O)COC(=O)c2cc(O)c3ccccc3c2O)c1	-1	-0.5	-22	0	-6	-6	-2	-62	-1.5
O=C(O)CC1=C(O)C(=O)N(c2ccccc2)C1c1ccc(Br)cc1 (stereo unspecified)	-5	0.1	-16[20 µM]	18	1	4	7	24	-1.6
C=CCn1c(-c2cccnc2Cl)nc2cc(Cl)c(Cl)cc21	-4	0.9	-10[20 µM]	-15	-11	-1	-8	-52	-0.38
COc1cccc(/C=C2/SC(=O)N(C)C2=O)c1OCc1ccc(C(=O)O)cc1	1	1.9	-15	11	2	-2	1	-9	-0.13
COC(=O)C1=C(C)N(CCC2=CCCCC2)C(=O)C1	-8	0.9	-15[20 µM]	13	1	-4	4	-53	-0.046
CCCCN(CC)CCCNC(=O)c1csc2c1CCCCC2	-2	0.7	-23	6	8	-30	-2	-4	0.13
CCOC(=O)c1c(-c2ccc(C)cc2)csc1NC(=O)c1cccc(N2C(=O)CCC2=O)c1	-11	0.6	-8	2	-11	-2	4	-295	0.11
Cc1ccc(SCCC(=O)Nc2ccc(OCc3ccccc3)cc2)cc1	-8	-0.4	-21	8	0	nt	5	4	-0.095
CC1CCC(C(C)C)C(OC(=O)Cn2nnc3c(cnn3-c3ccccc3)c2=O)C1 (stereo unspecified)	2	0.2	-17	7	-4	-6	-3	-2	nt
Cc1nnc(NC(=O)CSc2ccccn2)s1	-6	0.8	-26	11	-5	4	-5	-5	1.2
Cc1cc(C)cc(NC(=S)N(CCCN2CCN(C)CC2)Cc2cccs2)c1	-5	0.3	-14	2	-13	-2	-5	-12	-0.47
CCc1c(C)sc(NC(=S)Nc2nc(C)cc(C)n2)c1C(=O)OC	-6	1.4	-9	2	-2	-9	-6	5	2
COc1ccc(CCN2C(=NC(=O)CC(C)C)SC3CS(=O)(=O)CC32)cc1 (stereo unspecified)	8	-1.2	-1[20 µM]	13	4	4	0	-6	nt
O=C(Nc1ccccc1C(=O)OC1CCOC1=O)c1ccco1 (stereo unspecified)	16	1.2	-11	17	7	1	-2	7	0.53

Part of the list above, in CSV form:
SMILES,hK5 inh,PERK inhibitor,Furin inhibitor,FXIIa inh 1536,thrombin 1536,Rad51 HR inh,FXIa inh 1536,Calpain2 inh,KCC2 mod
Cc1ccc(CSc2n[nH]c(N)n2)cc1,-3,-0.5,-23,6,-7,2,-3,-27,1.3
COc1ccc2c(c1OC)CCC2=O,-8,0.4,-10[20 µM],10,0,-10,4,-37,-0.82
CCOC(=O)COc1c(Br)cc(C2NC(=O)NC(C)=C2C(C)=O)cc1OC (stereo unspecified),-3,0.0,-12[20 µM],13,2,0,13,6,0.9
CCOCCn1c(=NC(=O)c2cc3ccccc3oc2=O)sc2cc(S(N)(=O)=O)ccc21,-10,0.4,-7,10,-2,5,7,-48,1.1
O=C(Nc1nccs1)c1ccc(S(=O)(=O)NCc2cccs2)cc1,-2,-0.1,-41,17,5,1,3,16,-0.92
COc1ccc(NC(=O)CSc2nnc(CCC(=O)Nc3ccc(C)c(Cl)c3)n2C)cc1,-14,1.2,-20[20 µM],6,-1,6,2,25,nt
CCOC(=O)c1c(NC(=O)COC(=O)CCS(=O)(=O)c2ccc(C)cc2)sc(C)c1C,-7,0.4,-12,9,-6,-12,1,0,-0.95

Next part
SMILES	hK5 inh	PERK inhibitor	Furin inhibitor	FXIIa inh 1536	thrombin 1536	Rad51 HR inh	FXIa inh 1536	Calpain2 inh	KCC2 mod
CCCOC(=O)CCc1n[nH]c(=O)[nH]c1=O	11	1.0	-19	-8	-4	12	-9	14	0.085
Cc1nnc(SCC(=O)NC23CC4CC(CC(C4)C2)C3)n(N)c1=O	2	1.0	-28	8	1	3	0	-5	0.22
COC(=O)[C@H](Cc1ccccc1)NC(=O)NCc1cccs1	-1	-0.1	-11[20 µM]	11	-1	7	3	8	nt
Cc1ccc(NC(=O)CS(=O)CC(=O)Nc2ccc(N3CCOCC3)cc2)cc1Cl (stereo unspecified)	-10	-0.2	-9	14	2	4	2	-54	0.9
Cc1nn(CC(=O)NCc2cccnc2)c(=O)c2ccccc12	-3	0.0	-18	14	-3	6	1	-7	nt
Cc1nc(CC(=O)c2ccc(O)cc2O)cs1	-14	-1.0	-26[20 µM]	10	1	3	-3	24	nt
O=C(Cc1cccc2ccccc12)Nc1nnc(-c2cccc([N+](=O)[O-])c2)s1	-4	1.2	-15	12	1	-6	7	28	-0.82
Cc1c(Cl)c([N+](=O)[O-])nn1CC(=O)NCc1cccs1	-7	0.5	-12	3	-6	nt	3	-6	1.3
O=C(CCN1C(=O)/C(=C/c2ccccc2Cl)SC1=S)NC1=NCCS1	4	0.3	-12	13	-1	4	0	-20	-1.5
Cc1[nH]c2ccccc2c1SCCNC(=O)c1ccc(Br)o1	-8	-1.0	-2[20 µM]	5	-2	-2	-1	11	-2.4
CC1CCN(c2c(NCC3CCC(C(=O)Nc4ccccn4)CC3)c(=O)c2=O)CC1 (stereo unspecified)	-13	0.3	-10	3	-5	nt	-2	-7	-1.4
O=C(N/N=C\c1cc([N+](=O)[O-])ccc1N1CCOCC1)c1ccccn1	nt	0.2	-11	13	0	-7	0	7	1.9
Fc1ccc(CNC(=S)Nc2ccc(OC(F)F)cc2)cc1	-12	0.8	-23	8	0	0	-3	12	-1.7
COc1ccc(-c2ccc(SCC(=O)N3CCOCC3)nn2)cc1OC	-23	-0.5	-16	11	-2	-1	-10	-15	0.42
CCc1nnc(NC(=O)CSc2ccc(-c3ccco3)nn2)s1	-2	0.6	-24	10	19	10	-1	-130	-1.8
CC(=O)Nc1ccc(S(=O)(=O)Nc2cc(-c3ccccc3)nn2C)cc1	7	1.4	-28	7	0	5	7	-1	-0.11
CC[C@@H](Nc1ncnc2c1oc1ccccc12)C(=O)O	3	0.3	-21	-3	-7	-7	-11	11	0.11
CC(C)C(=O)N1CCc2cc(-c3csc(N)n3)ccc21	-1	-0.5	-19	-11	1	-21	-2	-1	0.43
Nc1nc2c(s1)COc1ccccc1-2	-1	1.0	-25	8	-2	-3	-3	-41	0.28
CC(=O)Nc1ccc(N2CCCC(C)C2)c([N+](=O)[O-])c1 (stereo unspecified)	-16	1.2	-20	-6	1	-1	-2	9	-0.99
COc1ccc(Nc2nc(NCC3CCCO3)nc(N)c2[N+](=O)[O-])cc1 (stereo unspecified)	-2	-0.7	-7	6	1	18	-5	-10	0.73
CCN(CC)C(=O)C(=O)c1cn(CC(=O)N2CCc3ccccc3C2)c2ccccc12	-4	-0.8	-17	1	-12	2	1	11	-1.2
O=C(c1ccccc1Sc1ccc([N+](=O)[O-])cc1Cl)N1CCOCC1	-1	0.2	-8	12	9	45*	1	1	-1.5
CCOc1ccccc1C1CC(c2ccc(F)cc2)Nc2nc(N)nn21 (stereo unspecified)	-4	-0.5	-15	15	-4	5	1	6	-3.4*
CCNC(=S)N1CCC(C(N)=O)CC1	0	1.8	-27	6	-3	-10	-1	-15	0.69

The list goes on.
SMILES	hK5 inh	PERK inhibitor	Furin inhibitor	FXIIa inh 1536	thrombin 1536	Rad51 HR inh	FXIa inh 1536	Calpain2 inh	KCC2 mod
CCNc1ccc([N+](=O)[O-])cc1	-6	2.1	-3	10	-3	3	4	9	0.4
CCCC(=O)Nc1ccc(C=C(C(C)=O)C(C)=O)cc1	10	-0.4	-16	2	-2	5	-6	-19	0.85
CC(=O)Nc1ccccc1NC(=O)C/C(C)=N/NC(=O)C(=O)Nc1cccc(Cl)c1C	-5	0.2	-30	-5	-17	-6	-2	25	0.3
CCc1ccc(NC(=S)Nc2ccc3[nH]c(=O)[nH]c3c2)cc1	-2	3.0*	-15	7	1	nt	1	8	0.79
Cc1c(Cl)c(C(F)(F)F)nn1CC(=O)NCc1ccccc1	-3	-0.3	-3[20 µM]	12	0	2	4	6	0.61
CC(=O)Nc1ccc(Cc2nc3ccccc3[nH]2)cc1	2	1.2	-32	5	-4	-4	-1	-28	0.29
COc1ccc(/C=C2\SC(N3CCc4ccccc4C3)=NC2=O)cc1	-4	0.0	-8	6	-1	-4	4	5	-0.081
CCOC(=O)N1CCN(C(=O)c2ccc3c(=O)n(Cc4ccccc4)c(=S)[nH]c3c2)CC1	2	0.8	-14	1	-6	2	-3	-75	4.6*
O=S(=O)(c1ccc2c(c1)oc1ccccc12)N1CCOCC1	14	0.3	-17[20 µM]	-4	-4	2	-9	7	nt
